Compound activity deposited in PubChem by National Center for Advancing Translational Sciences (NCATS).
D3 antag: antagonists of human D3 dopamine receptor. P35462. D3R cells, DiscoveRx beta-arrestin luminescence, antagonist mode; hits give low values. max response, negative = inhibition, %. hit rate 2.5% among 360,000. AID 652054; in the data active = max response below about -50%; inconclusive = no clear call, values can overlap the other calls; note: % is set by controls: 0 for no effect and ±100 for the full control effect; mostly tested at two doses, the higher about 12 µM
Target sequence (P35462 whole entry, looked up): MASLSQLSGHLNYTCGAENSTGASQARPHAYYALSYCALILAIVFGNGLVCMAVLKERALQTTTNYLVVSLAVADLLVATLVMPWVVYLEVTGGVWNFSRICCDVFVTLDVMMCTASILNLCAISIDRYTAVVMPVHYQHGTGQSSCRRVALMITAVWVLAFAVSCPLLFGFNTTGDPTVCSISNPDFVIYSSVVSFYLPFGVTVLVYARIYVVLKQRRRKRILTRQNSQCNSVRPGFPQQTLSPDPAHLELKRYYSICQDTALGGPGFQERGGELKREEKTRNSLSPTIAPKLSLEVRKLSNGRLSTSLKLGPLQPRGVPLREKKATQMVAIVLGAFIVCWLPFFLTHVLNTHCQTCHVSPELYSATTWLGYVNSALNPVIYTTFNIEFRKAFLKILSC
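Cells expressing the human receptor were seeded at 1500 cells/well, incubated overnight at 37 degrees C in 5% CO2, then exposed to library compounds with dopamine controls for 90 minutes at 37 degrees C before luminescent detection.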
PTHR1 agonist: activates the human parathyroid hormone receptor PTHR1; Potency, µM (titrated, usually from 115 µM), inactives show at the highest dose activation, hits mostly activators; AID 743266; HEK293 GP2 PTHR1 cells, GloSensor cAMP luminescence, 1 h; hit rate 0.075% among 410,000; Q03431; note: potency is the fitted concentration of half-maximal effect; nearly all actives have a fitted effect of over 55% in size; some results filed as inactive show a strong effect at the top dose; inactives centre near -15; many of its hits are not listed in these tables
Target sequence (Q03431 whole entry, looked up): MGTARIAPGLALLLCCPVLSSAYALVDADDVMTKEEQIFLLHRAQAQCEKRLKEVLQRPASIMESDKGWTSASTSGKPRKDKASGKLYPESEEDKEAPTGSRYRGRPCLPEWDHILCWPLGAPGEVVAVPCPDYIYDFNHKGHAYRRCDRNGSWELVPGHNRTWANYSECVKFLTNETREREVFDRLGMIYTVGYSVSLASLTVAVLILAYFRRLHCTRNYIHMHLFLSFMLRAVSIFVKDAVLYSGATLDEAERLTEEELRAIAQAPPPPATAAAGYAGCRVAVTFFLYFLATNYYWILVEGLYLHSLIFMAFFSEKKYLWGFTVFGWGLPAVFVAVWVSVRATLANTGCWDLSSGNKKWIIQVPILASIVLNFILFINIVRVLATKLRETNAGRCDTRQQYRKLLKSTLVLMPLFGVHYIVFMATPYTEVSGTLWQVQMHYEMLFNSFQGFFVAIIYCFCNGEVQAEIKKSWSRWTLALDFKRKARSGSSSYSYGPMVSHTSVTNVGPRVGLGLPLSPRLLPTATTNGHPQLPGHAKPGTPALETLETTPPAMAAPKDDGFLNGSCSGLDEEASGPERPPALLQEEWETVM
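HEK-293-derived GP2 cells expressing PTHR1 and a GloSensor cAMP reporter, 3,000/well, plated overnight, given luciferin plus IBMX (each 0.5 mM as added) for 1 h at 37 °C, then compound for 1 h at 37 °C. Luminescence was read after 15 min at room temperature.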
GLP-1R agonist: GLP-1 receptor (human) agonism | P43220 | HEK293 GLP-1R CRE-luciferase, luminescence, 4-6 h; cells express a hypersensitive GLP-1R form | Potency, µM (doses to about 45.6 µM), for inactives: at the highest dose activation, usual class: activators | hit rate 0.007% among 380,000; note: potency is the fitted concentration of half-maximal effect; % of control where 0% means no effect
KB-V1 cytotox: KB-V1 MDR subline cytotoxicity. KB-V1 MDR cells viability, CellTiter-Glo, 72 h. Potency, µM (doses to about 46.1 µM), for the others: at the top dose activity change, negative = cytotoxicity, usual class: cytotoxic. hit rate 3.4% among 400,000. AID 1347076; note: potency is the fitted concentration of half-maximal effect; % is set by controls: 0 for no effect and ±100 for the full control effect; nearly all actives have a fitted effect of over 60% in size
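Cytotoxicity toward P-gp-expressing KB-V1 cells was determined as loss of CellTiter-Glo luminescence after 72 h at 37 degrees C. Compounds were tested in quantitative HTS format across a concentration range, with curves fitted to normalized data.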
TDP-43 yeast inh: TDP-43 toxicity inhibition in yeast; TDP-43 expressing yeast growth rescue, BacTiter-Glo, 24 h; Potency, µM (titrated, usually from 46.1 µM), for the others: at the highest dose growth rescue (activation), most hits filed as activators; hit rate 1.8% among 410,000; AID 652104; note: potency is the fitted concentration of half-maximal effect; % of control where 0% means no effect; nearly all actives have a fitted effect of over 50% in size
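Growth rescue of TDP-43-toxic yeast measured as ATP luminescence (BacTiter-Glo). Cells grown to mid-log in raffinose, induced in galactose at OD600=0.02, exposed to compound 24 hr at 30 deg C.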
D3 ag: D3 dopamine receptor (human) agonism; P35462; D3R DiscoveRx beta-arrestin cells, luminescence, 90 min; max activation, %; hit rate 0.58% among 410,000; AID 652048; in the data active = max activation above about 30%; note: 0% is about no effect; mostly tested at two doses, the higher about 12 µM
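Agonist-mode cell screen: cells plated at 1500/well and incubated overnight at 37 °C, then exposed to library compounds for 90 min at 37 °C. Detection reagent was added for 30–60 min at room temperature, and luminescence was read.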
HEK293 tox: cytotoxicity in counter-screen for GLP-1R inverse agonists. hit rate 0.13% among 410,000. AID 624418. Potency, µM (series often up to 38.3 µM), inactives show top-dose activity change, negative = inhibition, actives largely listed as inhibitors. HEK293 cAMP-luciferase reporter cells, luminescence, 24 h;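 note: loss of luciferase light is scored as toxicity; potency is the fitted concentration of half-maximal effect; % is set by controls: 0 for no effect and ±100 for the full control effect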
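Compound-treated cells are incubated 24 hr at 37 deg C under 5% CO2 after a 12 hour attachment period, then luciferase detection reagent is added and luminescence is measured following 12 min at room temperature; lowered signal indicates toxicity.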
aSyn yeast inh: rescues yeast growth from alpha-synuclein toxicity | Yeast expressing alpha-synuclein, growth rescue, BacTiter-Glo, 24 h | Potency, µM (titrated, usually from 46.1 µM), inactives show at the top dose growth rescue (activation), hits mostly activators | hit rate 0.14% among 370,000 | AID 652106; note: potency is the fitted concentration of half-maximal effect; % of control where 0% means no effect; nearly all actives have a fitted effect of over 65% in size
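Readout is rescue of growth in alpha-synuclein-expressing yeast, so inhibitors of toxicity appear as activators. Growth after 24 hr at 30 deg C in galactose medium is quantified by luminescence.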
GLP-1R inv ag: GLP-1 receptor (human) inverse agonism; HEK293 GLP-1R CRE-luciferase, luminescence, 24 h; GLP-1R form is constitutively active; Potency, µM (series often up to 38.3 µM), without a hit: top-dose activity change, negative = inhibition, usual class: inhibitors; hit rate 1.6% among 410,000; note: potency is the fitted concentration of half-maximal effect; % is set by controls: 0 for no effect and ±100 for the full control effect; nearly all actives have a fitted effect of over 55% in size
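Seeding at 200 cells/uL, 12 h culture, 24 hr compound treatment, then luciferase reagent and a luminescence read; cells are HEK293 stably expressing a constitutively active GLP-1R plus cAMP-responsive luciferase.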
* marks the source's active call; other numbers are inactive results; i = inactive; ? = inconclusive; / = not tested or not shown; & = joins results of further samples; ! = not active in a repeat; [ ] = dose if it differs, or a comment. Unless noted, calls come from the whole dose curve; as a rule, active = well fitted curve in the direction sought with a large enough effect; inconclusive = small, poorly fitted or top-dose-only effect, or another doubt; inactive = no such curve, though single readings can be large; an effect the other way counts as inactive or inconclusive. Not all compounds are listed (hit frequency here may not be typical).

Sample of the layout (2 entries):
SMILES | D3 antag | PTHR1 agonist | GLP-1R agonist | KB-V1 cytotox | TDP-43 yeast inh | D3 ag | HEK293 tox | aSyn yeast inh | GLP-1R inv ag
Cn1c(=O)c2c(SCc3cccnc3)nc(CC(C)(C)C)nc2n(C)c1=O | -24 | -34%[inhibitor] | 2% | -27% | 10% | -7 | -2% | 17% | ?
COc1cccc2c(=O)c3ccccc3oc12 | 0 | -11% | ? | 0%&-28% | 19% | 7 | -16% | -3% | 92%[activator]

Main list, repeating the preview:
SMILES | D3 antag | PTHR1 agonist | GLP-1R agonist | KB-V1 cytotox | TDP-43 yeast inh | D3 ag | HEK293 tox | aSyn yeast inh | GLP-1R inv ag
Cn1c(=O)c2c(SCc3cccnc3)nc(CC(C)(C)C)nc2n(C)c1=O | -24 | -34%[inhibitor] | 2% | -27% | 10% | -7 | -2% | 17% | ?
COc1cccc2c(=O)c3ccccc3oc12 | 0 | -11% | ? | 0%&-28% | 19% | 7 | -16% | -3% | 92%[activator]
O=C(Nc1ccc(-n2cccn2)cc1)C1CCCCN1Cc1cccc2cccnc12 (stereo not drawn) | -17 | -12% | 25% | ? | -1% | -7 | -24% | 1% | ?
CCSc1cc(N2CCOCC2)nc(-c2ccc(Cl)cc2)n1 | 82 | i | 13% | 3% | -12% | -14 | 12% | -1% | -4%
CN(C(=O)c1ccco1)c1nnc(C23CC4CC(CC(C4)C2)C3)s1 | -21 | -17% | 19% | -2% | ? | -3 | 2% | 12% | ?
CCc1c(C)sc(NC(=O)OC)c1C(N)=O | -25 | ? | 11% | -1% | -1% | 4 | 4% | -1% | 18%
CCC(=O)NC(=S)Nc1ccccc1C(F)(F)F | 8 | -7% | 1% | -10% | ? | -7 | -1% | -4% | -19%
COc1cccc(/C=C/C(=O)OCC(=O)c2ccc(Br)cc2)c1 | 3 | -25% | -1% | 1% | 16% | 2 | 5% | 1% | 11%
Cc1cccc(NC(=O)c2c(C)nc3ccccn23)c1 | -20 | -4% | 37% | ? | 9% | -4 | 9% | 0% | 65%[activator]
COc1ccc(S(=O)(=O)N/N=C(/C)c2ccncc2)c(OC)c1 | -6 | -5% | -2% | 1% | 1% | 4 | 3% | -5% | 0%
COC(=O)c1cc(OC)c(OC)cc1NC(=S)N1CCN(c2ccccc2)CC1 | -8 | 22%[57.5 µM] | -1% | -10% | 15% | 1 | -10% | 1% | -14%
Cc1cc(C)c(NC(=O)Cn2c(=O)n(CC3CCCO3)c(=O)c3ccccc32)c(C)c1 (stereo not drawn) | / | 0% | 0% | 3% | ? | 1 | -30% | / | -71%
COc1cc(NC(=O)c2nccn2C)cc(C(=O)Nc2cccc(C(F)(F)F)c2)c1 | 5&27 | -3% | -3%&10% | 4.1µM*! | 4%&24% | 2&0 | -6%&-24% | 3%&-1% | ?
Cc1c(C(=O)O)nn(-c2cccc(C(F)(F)F)c2)c(=O)c1C#N | 14 | i | -2% | 6% | -1% | 7 | -9% | 4% | -13%
Cc1nn(Cc2ccccc2)c(Cl)c1C(=O)NC(C)(C)C | 4 | -5% | 3% | ? | -4% | 7 | -3%[1.53 µM] | 13% | -10%
CC1CCCN(C2=C(NS(=O)(=O)c3ccc(Cl)cc3)C(=O)c3ccccc3C2=O)C1 (stereo not drawn) | -22 | -65%[inhibitor] | 12% | ? | -24% | -4 | 4% | -13% | 15%
COC(=O)[C@@H](NC(=O)c1ccc2c(c1)S(=O)(=O)c1ccccc1C2=O)C(C)C | -13 | -4% | 26% | ? | -2% | 3 | -12% | -1% | 74%[activator]
O=C(CN1CCN(c2ncc(C(F)(F)F)cc2Cl)CC1)NC(=O)NCc1ccccc1 | -14 | i | -2% | 10% | -28% | -6 | 58% | 0% | 3%
NS(=O)(=O)c1ccc(CCNC(=O)COC(=O)C2CCCN2C(=O)c2cccs2)cc1 (stereo not drawn) | 7 | -22% | 0% | -4% | 19% | -2 | -3% | 3% | 0%
COc1ccc(C(=O)N/C(=C\c2ccc3c(c2)OCO3)C(=O)Nc2ccc(C(=O)O)cc2)cc1 | -10 | i | 0% | 4% | -6% | -9 | 0% | 0% | 15%
Cc1ccc(NC(=O)c2cc(C)no2)cc1 | 1 | i | 0% | 2% | 0% | -6 | 6% | ? | 11%
CC(=O)c1ccc(NC(=S)Nc2ccc3cn[nH]c3c2)cc1 | 3 | i | 5% | 7% | ? | 0 | -1% | -8% | 4%
CCOc1ncccc1C(=O)OCC(=O)N1CCN(S(=O)(=O)c2ccccc2)CC1 | 8 | -2%[57.5 µM] | -4% | 13% | 2% | 6 | -9% | 0% | -1%
CCOc1ccccc1NC(=O)COc1coc(CN2CCc3ccccc3C2)cc1=O | -1 | -26% | 0% | ? | 6% | -2 | 0% | -4% | ?
C=CCn1c(-c2ccc(Cl)cc2)ccc(C#N)c1=O | 13 | -23% | 8% | ? | -10% | -2 | -7% | 0% | 64%[activator]
O=C(COc1ccc2c(-c3ccccc3)cc(=O)oc2c1)NCC(O)c1ccccc1 (stereo not drawn) | 37 | i | 0% | 0% | 17% | -21 | 0% | -2% | -11%
Cc1ccc(-n2nc3c(=O)n(C(C)C(=O)NCc4ccc5c(c4)OCO5)nc(C)c3c2C)cc1 (stereo not drawn) | 5 | -46%[inhibitor] | -1% | 0% | 11% | -3 | -7% | 10% | ?
COc1ccc2c(Cl)c(C(=O)N/N=C3\CCCC(=O)C3)sc2c1 | -4 | i | 5% | -1% | -17% | -3 | 41%[activator] | 0% | -15%
N#Cc1cnc(SCC(=O)Nc2ccccc2C(F)(F)F)nc1N | 25 | i | 11% | -29% | 4% | 10 | 4% | -5% | 50%[activator]
C[C@H](CO)N1C[C@H](C)[C@@H](CN(C)C(=O)Nc2ccccc2)Oc2c(NC(=O)C3CCCCC3)cccc2C1=O | 11 | i | 1% | 5% | 0% | 9 | -6% | 2% | 7%

Record cards, as listed above:
Listed for `COc1ccc2c(Cl)c(C(=O)N/N=C3\CCCC(=O)C3)sc2c1` → D3 antag: -4; PTHR1 agonist: i; GLP-1R agonist: 5%; KB-V1 cytotox: -1%; TDP-43 yeast inh: -17%; D3 ag: -3; HEK293 tox: 41%[activator]; aSyn yeast inh: 0%; GLP-1R inv ag: -15%
Listed for `COc1ccc(S(=O)(=O)N/N=C(/C)c2ccncc2)c(OC)c1` → D3 antag: -6; PTHR1 agonist: -5%; GLP-1R agonist: -2%; KB-V1 cytotox: 1%; TDP-43 yeast inh: 1%; D3 ag: 4; HEK293 tox: 3%; aSyn yeast inh: -5%; GLP-1R inv ag: 0%

The results go on.
SMILES | D3 antag | PTHR1 agonist | GLP-1R agonist | KB-V1 cytotox | TDP-43 yeast inh | D3 ag | HEK293 tox | aSyn yeast inh | GLP-1R inv ag
CON(C)c1nc(C2CCCCC2)c2cc(C)ccc2n1 | 9 | ? | -5% | -29% | -14% | -26 | -9% | -8% | ?
Cc1ccc2nc(C)c3c(c2c1)N(c1ccccc1)CC3 | -8 | i | 3% | 0% | -17%[1.82 µM] | -10 | 4% | 0% | ?
CC(=O)Nc1cccc(C(=O)NCc2ccc3c(c2)CCN3C(=O)c2ccc(F)cc2)c1 | / | i | / | 1% | ? | 8 | -2% | / | 5%
Cc1cccc(NC(=O)C2(C)Cc3ccccc3C(=O)O2)c1 (stereo not drawn) | / | i | 10% | 7% | 22% | 1 | -6% | ? | -10%
CN1C(=O)C(O)(CC(=O)c2ccncc2)c2ccccc21 (stereo not drawn) | 0 | ? | -4% | 3% | -2% | -7 | 10% | 2% | -5%
FC(F)Oc1ccc(NC(=S)NCc2ccco2)cc1Cl | 4 | -17% | 1% | -11% | ? | -1 | -10% | 1% | ?
COc1cc(NC(=O)C/C(C)=N/NC(=O)c2cccc(O)c2)c(OC)cc1Cl | -51* | i | 3% | -6% | 21% | -17 | 13% | 15% | 0%
Cc1cccc(NC(=O)CSc2ccc3nnc(-c4cccnc4)n3n2)c1 | -25 | -5% | 2% | -20% | -19% | -1 | 10% | -3% | 52%[activator]
CCCCOCCCNC(=O)C1CCCCC1 | -3 | i | 0% | -12% | -5% | 1 | -2% | -1% | 9%
COc1cc(NC(=O)C2=C(C)Nc3nnnn3C2c2ccc(SC)cc2)c(OC)cc1Cl (stereo not drawn) | / | -27% | 3% | ? | 7% | -1 | 4% | -2% | 2%
COc1ccc(S(=O)(=O)N2CCOCC2)cc1NC(=O)C1CC1 | -3 | i | 8% | 0% | -15% | -12 | 9% | -5% | -10%
COc1cc(C(=O)Nc2cccc(C)n2)ccc1OCC(=O)N1CCOCC1 | -3 | -25% | 6% | -9% | 8% | 2 | -10% | 1%[1.84 µM] | 10%
CCN1CCN(C2=NC(=O)/C(=C/c3ccc(C)o3)S2)CC1 | -12 | 0% | 14% | -4% | -20% | -21 | -28% | -1% | 14%
O=C(COC(=O)c1n[nH]c2ccccc12)NCCc1ccc(Cl)cc1 | 3 | -19% | 16% | 26% | 0% | 7 | -2% | 0% | -14%
CS(=O)(=O)N1CCc2cc(C(=O)NCCc3ccccc3)ccc21 | / | i | / | 9% | 14% | 0 | -5% | / | 13%

Sorted by length of the SMILES (falling): 3 of the compounds above.
SMILES | D3 antag | PTHR1 agonist | GLP-1R agonist | KB-V1 cytotox | TDP-43 yeast inh | D3 ag | HEK293 tox | aSyn yeast inh | GLP-1R inv ag
COc1cc(NC(=O)C2=C(C)Nc3nnnn3C2c2ccc(SC)cc2)c(OC)cc1Cl (stereo not drawn) | / | -27% | 3% | ? | 7% | -1 | 4% | -2% | 2%
Cc1cccc(NC(=O)CSc2ccc3nnc(-c4cccnc4)n3n2)c1 | -25 | -5% | 2% | -20% | -19% | -1 | 10% | -3% | 52%[activator]
Cc1cccc(NC(=O)C2(C)Cc3ccccc3C(=O)O2)c1 (stereo not drawn) | / | i | 10% | 7% | 22% | 1 | -6% | ? | -10%
